APOBEC3A inh: inhibitors of human APOBEC3A DNA deaminase | P31941 | inhibition, % at 20 µM | recombinant A3A, FAM/TAMRA ssDNA deamination fluorescence | 330,000 compounds, 0.41% hits;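 active = at least 40% inhibition at 20 µM here, with at most 30% in a related deaminase screen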;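 also: plate controls were A3A with DMSO for no effect and wells lacking A3A enzyme for full effect; some results filed as inactive read as strong as hits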
Target sequence (P31941 whole entry, looked up): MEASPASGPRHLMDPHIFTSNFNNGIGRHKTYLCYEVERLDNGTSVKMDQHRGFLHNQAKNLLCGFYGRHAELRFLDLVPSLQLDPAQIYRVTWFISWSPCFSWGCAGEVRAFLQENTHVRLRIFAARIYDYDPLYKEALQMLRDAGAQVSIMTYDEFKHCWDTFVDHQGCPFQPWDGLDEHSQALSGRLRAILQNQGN
hIAP activ: human IAP activation; P09923; purified human IAP, CDP-Star luminescence, 30 min; stronger effect = higher value; 1 = vehicle-only enzyme, 0 = enzyme-free background; activation factor at 10 µM; 330,000 compounds, 0.16% hits; AID 2524;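 active = activation factor of the enzyme at least 2-fold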; also: the source names both 10 and 20 µM as test concentration; values of inactives mirror those of a sister screen read the other way
hIAP inh: blocks human intestinal alkaline phosphatase; P09923; inhibition, % at 10 µM; purified IAP, CDP-Star luminescence, 30 min; 330,000 compounds, 0.12% hits;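 active = inhibition reaching a set limit with compound at 10 µM in the primary screen, cut at about 35% in these data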;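 also: plate controls were DMSO wells with enzyme for no effect and no-enzyme buffer wells for full effect; values of inactives mirror those of a sister screen read the other way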
A3G deaminase: blocks human APOBEC3G single-stranded DNA deamination | inhibition, % at 20 µM | recombinant A3G, ssDNA deamination FAM/TAMRA fluorescence | Q9HC16 | 330,000 compounds, 0.28% hits;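 active = inhibition of at least 40% at 20 µM, with no more than 30% in the related APOBEC3A deaminase screen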;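 also: plate controls were DMSO wells with A3G for no effect and wells lacking A3G enzyme for full effect; some compounds called inactive have numbers as strong as hits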
Target sequence (Q9HC16 whole entry, looked up): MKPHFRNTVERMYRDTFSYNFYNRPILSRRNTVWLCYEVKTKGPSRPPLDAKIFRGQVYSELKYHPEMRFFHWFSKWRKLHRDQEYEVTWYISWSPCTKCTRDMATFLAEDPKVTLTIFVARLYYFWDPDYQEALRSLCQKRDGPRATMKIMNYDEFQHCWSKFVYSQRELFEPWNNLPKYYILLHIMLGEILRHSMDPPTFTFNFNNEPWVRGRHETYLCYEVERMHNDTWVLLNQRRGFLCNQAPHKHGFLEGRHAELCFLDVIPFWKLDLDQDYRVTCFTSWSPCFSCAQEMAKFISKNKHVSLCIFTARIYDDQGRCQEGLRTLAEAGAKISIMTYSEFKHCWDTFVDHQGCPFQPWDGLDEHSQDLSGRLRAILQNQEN
ATG4B inh: ATG4B (human) cysteine protease inhibition. Q9Y4P1. ATG4B cleavage of LC3-PLA2, NBD-HPC fluorescence, 1 h. inhibition, % at 8.33 µM. 340,000 compounds, 0.51% hits; in the data active = inhibition above about 40%
Target sequence (Q9Y4P1 whole entry, looked up): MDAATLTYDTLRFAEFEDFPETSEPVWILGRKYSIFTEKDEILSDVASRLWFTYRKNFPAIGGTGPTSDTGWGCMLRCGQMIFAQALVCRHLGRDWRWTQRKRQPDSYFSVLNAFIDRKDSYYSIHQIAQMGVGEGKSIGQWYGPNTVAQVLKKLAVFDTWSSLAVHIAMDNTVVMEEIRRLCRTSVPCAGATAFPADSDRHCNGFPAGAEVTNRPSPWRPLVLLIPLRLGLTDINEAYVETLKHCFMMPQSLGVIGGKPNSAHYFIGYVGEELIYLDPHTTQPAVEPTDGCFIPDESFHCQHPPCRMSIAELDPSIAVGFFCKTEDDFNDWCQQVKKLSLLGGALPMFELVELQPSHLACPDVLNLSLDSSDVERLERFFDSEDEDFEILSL
mIAP inh: blocks mouse intestinal alkaline phosphatase. AID 2806. inhibition, % at 10 µM. 330,000 compounds, 0.2% hits. purified mouse IAP, CDP-Star luminescence, 30 min;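 active = inhibition of at least 40% at 10 µM in the primary screen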;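 also: plate controls were DMSO with enzyme for no effect and no enzyme wells for full effect; values of inactives mirror those of a sister screen read the other way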
MPTP block: blocks calcium-induced mitochondrial swelling | isolated mouse mitochondria, Ca2+ swelling absorbance, 30 min | inhibition, % at 10 µM | 360,000 compounds, 1.4% hits;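 active = inhibition of 50% or more, scaled per plate between neutral and stimulator controls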;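 also: 0% = DMSO wells given calcium and 100% = 1 mM EGTA wells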
MIN6 prolif: inducers of beta-cell replication in MIN6 cells | 330,000 compounds, 0.29% hits | proliferation, % at 10 µM | MIN6 cells proliferation, ATPlite luminescence, 48 h; cells starved in 0.2% serum; 100% = growth in 10% serum;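 active = compounds whose signal lies at least 3.5 SD above the mean of all wells on their plate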;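 also: 0% = DMSO-treated cells in low-serum medium and 100% = 10% serum control; some compounds called inactive have numbers as strong as hits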
mIAP act: mouse IAP activation | AID 2805 | 330,000 compounds, 0.24% hits | muIAP, CDP-Star luminescence, 30 min; stronger effect = higher value; 1 = vehicle-only enzyme signal, 0 = enzyme-free wells | activation factor at 10 µM;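 active = activation factor of at least 2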; also: the source names both 10 and 20 µM as test concentration; values of inactives mirror those of a sister screen read the other way
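System: Mouse IAP enzyme | Also added: CDP-Star substrate | Dosing: Compounds dispensed in DMSO | Schedule: 30 min enzyme-substrate-compound incubation at room temperature | Technique: Chemiluminescence readout | Control set: DMSO-only wells and no-enzyme negative control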
Active calls of the source: *; / = no result given.

SMILES	APOBEC3A inh	hIAP activ	hIAP inh	A3G deaminase	ATG4B inh	mIAP inh	MPTP block	MIN6 prolif	mIAP act
COc1ccc(NC(=O)CNS(=O)(=O)c2cccc3nonc23)c(OC)c1	0	0.89	11	-4	3	1	0.6	-1	0.99
Cc1ccc(C)c(N2CCN(c3cnn(-c4nc5ccccc5s4)c(=O)c3Cl)CC2)c1	-1	0.86	14	-6	30	3	1.4	-5	0.97
O=C(NCCc1ccc(Cl)cc1)c1cnc2n(c1=O)CCS2	0	1.1	-11	-7	-10	6	-1.9	-1	0.94
Oc1cccc(C(Nc2nccs2)c2ccc3cccnc3c2O)c1 (stereo not given)	2	1.4	-43	-9	-5	6	0.3	-5	0.94
CCOC(=O)c1[nH]c2ccc(Br)cc2c1NC(=O)CCN1CCC(C)CC1	3	1.1	-5	-2	-3	7	-0.9	-2	0.93
CC(C)(C)N(Cc1ccccc1)C(=O)COc1cccnc1[N+](=O)[O-]	0	0.94	6	-4	2	-1	1.5	0	1
Cc1nn2c(-n3ccnc3)c3c(nc2c1-c1ccccc1)CCC3	2	1	-1	-1	-13	4	0.9	-2	0.96
CCOC(=O)C1=CCC2c3c(c4ccccc4n3C)C(=O)C1N2C(=O)OC(C)(C)C (stereo not given)	-7	0.95	5	-12	-2	-2	0.0	1	1
O=C(O)c1cc(Br)ccc1NS(=O)(=O)c1cccc2nsnc12	-4	1.2	-16	-6	7	3	1.9	5	0.97
COc1ccccc1-n1c(=O)c(C#N)c(-c2ccc([N+](=O)[O-])cc2)c2cc(C(=O)c3ccccc3O)cnc21	4	0.88	12	-2	-1	1	1.0	2	0.99
c1csc(COc2ccccc2CNC2CCCCC2)c1	-1	0.91	9	-3	16	2	3.5	0	0.98
COc1ccc(NC(=S)N2CCC(NC(=O)c3ccccc3C)CC2)cc1	-4	0.95	5	-6	-4	-2	-0.9	0	1
Cc1c(C(=O)NCc2ccco2)oc2c(Cl)cccc12	-2	1.1	-8	-4	-3	-3	3.5	2	1
O=C(CSc1ccc2nnc(-c3ccccc3)n2n1)NCC1CCCO1 (stereo not given)	-2	1.1	-13	-7	-10	-15	-0.1	-2	1.2
O=C1c2ccccc2NC(c2ccccc2)N1Cc1ccco1 (stereo not given)	-1	1	-4	-4	9	4	9.3	-1	0.95
CC(=O)c1cccc(OCC(=O)c2cc(C)n(-c3cc(C)on3)c2C)c1	1	0.88	12	1	-6	-1	10	-4	1
Oc1cccc2c3c(oc12)CCCC3	2	1.1	-11	-2	-2	-4	3.2	-2	1
Cn1cnnc1SCC(=O)Nc1ccc(Cl)c(S(=O)(=O)N2CCOCC2)c1	-4	0.92	8	-9	2	3	0.0	2	0.97
CC(C)CN(C(=O)COC(=O)CSc1ccccc1F)c1c(N)n(Cc2ccccc2)c(=O)[nH]c1=O	8	1.1	-10	-3	-9	-2	-1.9	1	1
Cc1[nH]c2ccccc2c1C(=O)C(=O)N1CC(C)OC(C)C1 (stereo not given)	5	0.91	10	-4	-1	5	0.3	4	0.95
CC1CCN(C(=O)CN2C(=O)NC3(CCCc4ccccc43)C2=O)CC1 (stereo not given)	-2	1.1	-13	-7	-9	2	-0.2	-3	0.98
CCOC(=O)c1c(NC(=O)Nc2ccc(Cl)cc2)sc(C)c1C	1	0.96	4	-5	-13	-2	1.6	0	1
CCOc1ccccc1N(CC(=O)NC1CCCC1)C(=O)CCC(=O)Nc1cc(C)on1	2	1	-2	-2	-5	-5	1.0	-1	1
CCC(C(=O)NC1CCCC1)N(C(=O)Cn1nnc(-c2ccc(C)o2)n1)C(C)(C)C (stereo not given)	0	0.91	9	-6	2	7	-0.1	-2	0.93
CCN(CC)C(=O)CC(c1ccc(N(C)C)cc1)c1c(OC)cc(OC)c2c(-c3ccccc3)cc(=O)oc12 (stereo not given)	-3	0.77	23	-7	-5	7	-1.7	-6	0.93
COc1ccc(C(=O)Nn2c(SCc3ccc([N+](=O)[O-])cc3)nc3ccccc3c2=O)cc1	0	0.84	16	0	33	-2	-8.1	-5	1
O=[N+]([O-])c1ccc(Nc2nc(N3CCOCC3)nc(N3CCOCC3)n2)cc1	-2	1	-2	-8	-7	10	0.2	0	0.9
O=C(NCc1ccco1)c1ccc(CS(=O)(=O)c2cccc(C(F)(F)F)c2)o1	0	1.1	-8	-3	0	-8	7.3	-5	1.1
O=[N+]([O-])c1ccn(-c2nc(-c3cccs3)cc(C(F)(F)F)n2)n1	-7	1.1	-8	-6	-1	-9	-0.3	2	1.1
CCCCC(=O)Nc1ccccc1N1CCN(c2ccc(F)cc2)CC1	-3	1.1	-6	-9	23	-3	0.6	-2	1

A stretch from the list above:
SMILES	APOBEC3A inh	hIAP activ	hIAP inh	A3G deaminase	ATG4B inh	mIAP inh	MPTP block	MIN6 prolif	mIAP act
O=[N+]([O-])c1ccn(-c2nc(-c3cccs3)cc(C(F)(F)F)n2)n1	-7	1.1	-8	-6	-1	-9	-0.3	2	1.1
CCCCC(=O)Nc1ccccc1N1CCN(c2ccc(F)cc2)CC1	-3	1.1	-6	-9	23	-3	0.6	-2	1

More structures:
SMILES	APOBEC3A inh	hIAP activ	hIAP inh	A3G deaminase	ATG4B inh	mIAP inh	MPTP block	MIN6 prolif	mIAP act
C/C(=N\N(c1ccccc1)c1ccccc1)c1ccco1	2	0.92	8	-3	-31	6	2.5	-2	0.94
O=S1(=O)c2ccc(Br)cc2N2CCC[C@H]2CN1Cc1ccccc1	3	/	/	6	-6	-20	-1.5	/	1.2
O=C(COC(=O)C1CC(O)CN1S(=O)(=O)c1ccc(Cl)cc1)c1ccccc1Cl (stereo not given)	-4	1.1	-14	-4	2	-1	-6.0	0	1
O=S(=O)(c1cccc(NC(=S)N2CCN(c3cccc(Cl)c3)CC2)c1)C(F)F	-3	0.88	12	-9	-4	5	77*	-6	0.95
O=C(c1cccc(S(=O)(=O)N2CCCCC2)c1)N(CCc1ccccc1)Cc1ccccc1	3	1.1	-7	4	2	-6	-0.9	-8	1.1
CC1CC(=O)NN=C1c1ccc(NCCO)c([N+](=O)[O-])c1 (stereo not given)	3	0.98	2	1	5	7	-0.7	2	0.93
CC1(C)NC(=O)N(CC(=O)OCc2cc(=O)n3cc(Br)ccc3n2)C1=O	4	0.95	5	-8	5	16	-0.4	-3	0.84
O=C(Nc1ccc(S(=O)(=O)NCc2ccco2)cc1)c1ccc(F)cc1	8	0.93	8	3	-3	-1	-0.9	-1	1
CCCC1=C(C(=O)OCC)C(c2sccc2C)n2ncnc2N1 (stereo not given)	-5	1.1	-6	-8	-3	8	-0.2	0	0.92
CC(=O)N1CCN(S(=O)(=O)c2cccc(C(=O)OCc3cccc(F)c3)c2)CC1	-3	0.97	3	-5	-10	-1	-1.7	-1	1
CN(C)C(CNC(=O)c1ccc2ccccc2n1)c1ccccc1 (stereo not given)	0	0.89	11	-1	0	7	0.2	0	0.93
O=C(Nc1nc(SCc2ccc(F)cc2)ns1)c1ccco1	-2	0.97	3	-3	30	6	8.9	-3	0.94
CCOC(=O)C(=O)Nc1nccs1	-1	1.2	-15	-1	7	3	-0.5	0	0.97
CC(=O)Nc1ccc(NC(=O)c2ccc(Cl)nc2)cc1	-1	1.1	-14	4	7	8	-0.3	-1	0.92
O=C(NCCc1ccncc1)Nc1cccc(Cl)c1	-3	1	-2	-9	8	-6	0.2	-1	1.1
Cc1cc(Cl)c2c(c1)[C@]1(C(=O)N2)[C@@H]2C(=O)N(Cc3ccccc3)C(=O)[C@@H]2[C@@H]2CCCN21	0	0.98	2	-1	-15	0	-1.6	-5	1
O=S(=O)(NCc1ccccc1)NCc1ccccc1F	-2	1	-2	-5	0	2	1.6	7	0.98
C/C(=N\NC(=O)c1cccc(Br)c1)c1ccc(Br)cc1	-4	1.3	-27	-5	-10	-2	1.0	3	1
COc1ccc(CCNc2ccc(C(=O)O)cc2[N+](=O)[O-])cc1OC	0	0.95	5	1	11	10	0.7	1	0.91
CCOC(=O)CSc1nnc(CNC(=O)c2cccs2)n1CCc1ccccc1	-1	0.97	3	-4	-2	-2	-1.5	-2	1
CC1CCCC(NC(=O)CSc2nccn2C)C1C (stereo not given)	15	1	-2	-1	-7	-5	1.4	-3	1
Cc1[nH]c(=O)[nH]c(=O)c1S(=O)(=O)N1CCOCC1	0	1.1	-15	-4	-7	-4	-0.2	-2	1
CCOc1ccc(C(=O)NC(=S)Nc2ccc(N3CCCCC3)cc2)cc1[N+](=O)[O-]	0	0.88	12	-6	-5	21	2.1	-6	0.79
N#CC(=C1CCCC1)c1nc(-c2ccccc2O)cs1	-3	0.99	1	-6	0	-3	1.1	-3	1
CCCCC(=O)N(c1ccc(OC)cc1)C1C=CS(=O)(=O)C1 (stereo not given)	-3	1	-3	-1	-12	-3	0.2	0	1
COc1cc(S(=O)(=O)N2CCOCC2)ccc1NC(=O)c1cc2c(s1)CCC2	2	1	-1	-4	-2	-4	-1.3	-3	1
Cc1cc(Cl)cc(Br)c1OCCCCn1cncn1	-5	0.94	6	-6	-8	-5	-0.7	0	1
NNC(=O)[C@H](Cc1ccccc1)NC(=O)Nc1ccc2c(c1)OCCO2	5	1.3	-30	12	5	0	1.4	-1	1
COc1ccccc1NC(=O)CSc1nnc(CC(=O)Nc2ccccc2C)n1C	-2	1.1	-9	-6	1	-4	-0.6	3	1
CC1CN(c2nc3ccccc3nc2C(C#N)C(=O)NCc2ccc3c(c2)OCO3)CC(C)O1 (stereo not given)	-16	0.92	8	-5	-1	12	1.8	-2	0.88
O=C(NC12CC3CC(CC(C3)C1)C2)N1CCN(c2ccccn2)CC1	-2	0.92	8	-8	-5	-7	0.2	0	1.1
COC(=O)Nc1ccc(C)c(NC(=O)OC)c1	-6	0.91	9	-8	-10	-5	0.7	0	1
COc1ccc(CN2CCNC(=O)C2CC(=O)N(C)Cc2nccs2)cc1OC (stereo not given)	-2	1.2	-25	-8	20	-3	-1.4	-2	1
CCOC(=O)Cn1c(C)c(Br)c(=O)c2cccc(C)c21	6	0.88	12	2	4	-5	-0.1	0	1
CCc1c(C)nc2c(OC)cccc2c1Cl	2	1	0	-7	-1	-7	1.5	-1	1.1
CC(NC(=O)c1ccc(Br)cc1)C(=O)NC1=NCCS1 (stereo not given)	-3	1	-4	-4	-1	5	6.2	6	0.95
Cc1cccc(NC(=O)CCN2C(=O)C3C4C=CC(C4)C3C2=O)n1 (stereo not given)	-3	1.2	-16	-4	1	-6	0.8	-2	1.1
CCCOC(=O)c1ccc(OCC(O)Cn2c(C)nc3ccccc32)cc1 (stereo not given)	1	1.1	-11	-10	-22	-12	53*	-6	1.1
CNS(=O)(=O)c1cccc(C(=O)OCC(=O)Nc2ccccc2OC(F)F)c1	-7	1	-2	-9	-12	-7	0.5	0	1.1
CCOc1ccc(C2Nc3ccccc3NC3=C2C(=O)CC(C)(C)C3)cc1OC (stereo not given)	-5	1.1	-6	-11	-4	-2	-0.6	-3	1
O=C(CN(C(=O)c1csnn1)c1ccccc1C(F)(F)F)NCc1ccccc1	2	1.2	-24	-5	-11	-6	0.7	0	1.1
O=C1CN(C(=O)NCC(=O)N[C@@H](C(=O)O)c2ccccc2)c2ccccc2N1	-6	0.94	6	-3	-2	-5	-1.7	-3	1
O=C(O)/C=C/c1ccc2c(c1)OCCO2	-2	0.99	1	-5	-10	1	1.0	-1	0.99
Cc1ccc(C(=O)N2CCN(c3ncnc4c(C)csc34)CC2)cc1	0	1	-2	0	-1	-5	34	-4	1.1

Record cards (already shown). Order of values: APOBEC3A inh	hIAP activ	hIAP inh	A3G deaminase	ATG4B inh	mIAP inh	MPTP block	MIN6 prolif	mIAP act
CCOC(=O)Cn1c(C)c(Br)c(=O)c2cccc(C)c21 is listed as 6	0.88	12	2	4	-5	-0.1	0	1
Cc1ccc(C(=O)N2CCN(c3ncnc4c(C)csc34)CC2)cc1 is listed as 0	1	-2	0	-1	-5	34	-4	1.1
